DSG3 Ab inh: inhibitors of pemphigus antibody binding to human desmoglein-3 | 0.48% of 310,000 active | binding (percent of control), % at 10 µM | P32926 | DSG3-coupled beads, scFv-anti-DSG3-GFP binding, flow cytometry; stronger effect = lower value | AID 588358;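 active = binding more than 3 SD below its plate's average and above zero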;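 also: hits lower antibody fragment binding to DSG3; some compounds called inactive have numbers as strong as hits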
Target sequence (P32926 whole entry, looked up, the tested form may be a part): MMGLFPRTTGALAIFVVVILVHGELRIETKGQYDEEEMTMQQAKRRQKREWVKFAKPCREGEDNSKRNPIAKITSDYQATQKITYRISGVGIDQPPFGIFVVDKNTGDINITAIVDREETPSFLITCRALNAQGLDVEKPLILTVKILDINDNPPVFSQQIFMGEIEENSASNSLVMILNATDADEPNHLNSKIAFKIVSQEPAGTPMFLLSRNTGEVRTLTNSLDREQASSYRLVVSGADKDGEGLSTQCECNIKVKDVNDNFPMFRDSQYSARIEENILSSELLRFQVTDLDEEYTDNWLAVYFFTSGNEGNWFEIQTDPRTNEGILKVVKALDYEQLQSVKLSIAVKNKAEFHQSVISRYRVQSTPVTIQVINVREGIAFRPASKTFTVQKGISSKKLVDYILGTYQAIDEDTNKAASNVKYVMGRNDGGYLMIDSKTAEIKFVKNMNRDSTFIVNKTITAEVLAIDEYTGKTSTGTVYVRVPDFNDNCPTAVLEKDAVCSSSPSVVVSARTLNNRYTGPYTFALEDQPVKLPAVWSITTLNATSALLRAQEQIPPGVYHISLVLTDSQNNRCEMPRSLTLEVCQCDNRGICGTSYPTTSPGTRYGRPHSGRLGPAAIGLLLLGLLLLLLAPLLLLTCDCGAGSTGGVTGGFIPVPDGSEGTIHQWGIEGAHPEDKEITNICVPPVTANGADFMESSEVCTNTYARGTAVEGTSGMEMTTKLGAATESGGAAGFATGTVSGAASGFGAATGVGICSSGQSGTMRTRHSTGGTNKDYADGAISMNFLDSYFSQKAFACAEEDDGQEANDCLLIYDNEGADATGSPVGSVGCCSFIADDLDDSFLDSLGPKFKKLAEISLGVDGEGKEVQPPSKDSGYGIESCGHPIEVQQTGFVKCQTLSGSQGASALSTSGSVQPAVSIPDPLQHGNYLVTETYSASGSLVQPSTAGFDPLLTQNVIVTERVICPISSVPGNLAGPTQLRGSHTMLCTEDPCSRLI
cardiac RTF act: increases calcium sensitivity of human cardiac regulated thin filaments; P19429+P45379; IANBD-labeled TnC RTF fluorescence at EC20 calcium; 0% EC20 calcium, 100% full calcium; activation, % at 7.2 µM; 0.24% of 340,000 active; AID 493008;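 active = activation above the mean over all tested compounds plus 3 SD, cut at about 30% in these data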;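 also: rise in fluorescence read as greater calcium sensitivity of cardiac thin filaments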
C-LANA FP: inhibitors of KSHV LANA C-terminal domain DNA binding. MBP-C-LANA/FAM-LBS DNA binding, fluorescence polarization. inhibition, % at 9 µM. 0.078% of 340,000 active. AID 504423;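 active = highest replicate inhibition at or above 60% at 9 µM, even if other replicates fall short; inactive = all replicates below 60% inhibition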;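 also: 0% = neutral control wells and 100% = 4 µM acridine orange control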
Cardiac RTF inh: cardiac RTF calcium desensitization. 0.12% of 340,000 active. IANBD-labeled cardiac RTF, Ca2+ fluorescence. inhibition, % at 7.15 µM. AID 493244;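 active = inhibition above the mean inhibition of all tested compounds plus 3 SD, cut at about 17% in these data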;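 also: assay run at fixed EC70 calcium of 1.6 mM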
Wnt act: activates Wnt/beta-catenin signaling in a reporter cell assay; activator, plate reader; activation, % at 9.35 µM; 1.2% of 300,000 active; AID 743398; in the data active = activation above about 30%, passing the limit was not always enough;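 also: 0% = neutral control wells and 100% = positive control wells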
OPRM1-OPRD1 inv: mu-delta opioid heterodimer inverse agonism; P35372+P41143; cell-based MOR-DOR heterodimer luminescence; inhibition, % at 9.3 µM; 0.21% of 340,000 active; AID 504357; in the data active = inhibition above about 22%, passing the limit was not always enough;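 also: 0% = cells with DMSO and 100% = wells without cells with DMSO; values of inactives mirror those of a sister screen read the other way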
Arrestin-AP2 inh: inhibitors of human beta-arrestin and AP2 interaction | 0.31% of 340,000 active | inhibition, % at 10 µM | AID 504490 | FITC-arrestin peptide / GST-AP2 beads, flow cytometry; AP2 beta2 appendage carries R879A mutation;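 active = inhibition above a set limit, near 3 SD of compounds lacking own fluorescence, cut at about 54% in these data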;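 also: plate controls were DMSO wells for no effect and 5 µM unlabelled arrestin peptide for full effect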
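System: GST-AP2 R879A glutathione beads; medium: PBS, Tween 20 0.05%, BSA 0.1%; reagent: fluorescein-tagged arrestin peptide at 50 nM final; schedule: pre-incubation 12 min, peptide binding 1 h, room temperature; detection: flow cytometry, FL1 (488/535 nm); read-out: inhibition as reduced fluorescein signal on beads, percent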
V-ATPase pHluor: alters yeast V-ATPase proton transport; S. cerevisiae, pHLuorin cytosolic pH fluorescence; response, % at 10 µM; 0.37% of 350,000 active; in the data active = response mostly above about 7.3%, no sharp cut-off; inactive = mostly below about 5.4%; also: actives read high; inactives centre near 0; some compounds called inactive have numbers as strong as hits; reference of the scale not given here
Keap1-Nrf2 PPI: Keap1-Nrf2 (human) interaction inhibition; Q14145; Keap1 Kelch-Nrf2 peptide fluorescence polarization, 1536-well; inhibition, % at 9.4 µM; 0.15% of 340,000 active; in the data active = inhibition above about 12%;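 also: human Keap1 Kelch domain with fluorescein labeled Nrf2 9mer peptide probe; 0% = neutral control wells and 100% = peptide positive control; higher means more block of Keap1 binding to Nrf2 peptide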
MOR-DOR ag: agonists of human mu-delta opioid receptor heterodimerization | P35372+P41143 | cells, OPRM1-OPRD1 heterodimerization, luminescence | activation, % at 9.3 µM | 0.3% of 340,000 active; in the data active = activation above about 18%;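 also: 0% = vehicle-treated cells and 100% = reference agonist; values of inactives mirror those of a sister screen read the other way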
An asterisk follows results filed as active; nt = no result given.

SMILES | DSG3 Ab inh | cardiac RTF act | C-LANA FP | Cardiac RTF inh | Wnt act | OPRM1-OPRD1 inv | Arrestin-AP2 inh | V-ATPase pHluor | Keap1-Nrf2 PPI | MOR-DOR ag
O=[N+]([O-])c1cc([N+](=O)[O-])c(Oc2cc(Cl)cc(Cl)c2)cc1NN1CCCCC1 | 103 | 4 | 0.1 | 0 | -1 | 9 | -4 | -2 | -6 | -1.6
O=C(NCC(c1ccco1)N1CCc2ccccc2C1)c1c(F)cccc1F (centres undefined) | 109 | 2 | -0.9 | -1 | -1 | -3 | 2 | -3 | -3 | 0.5
CCCNC(=O)C1CCN(S(=O)(=O)c2cccs2)CC1 | 96 | 4 | 0.3 | 5 | -1 | 1 | 3 | 0 | 4 | -0.1
Cc1cc(=O)oc2cc(O)cc(OCc3ccccc3)c12 | 105 | -6 | 0.0 | 7 | -2 | -22 | 7 | 2 | -2 | 5.0
O=C(NNS(=O)(=O)c1ccc(Cl)cc1)c1cnn(-c2ccccc2)c1-n1cccc1 | 102 | 2 | -0.3 | 1 | nt | -8 | 0 | 1 | 0 | 1.4
N#CC1CN(Cc2ccccc2)CN(Cc2ccccc2)C1 | 109 | -7 | 7.8 | -4 | 1 | -10 | 17 | 0 | -1 | 1.8
Cc1cccc(NC(=O)c2nc[nH]c2C(=O)N[C@@H](Cc2ccccc2)C(=O)OC(C)(C)C)c1 | 102 | -10 | 1.3 | -5 | -12 | 6 | -7 | -3 | -3 | -1.0
Cc1cc(NC(=O)CSc2nc(CCC3CCCC3)nc3ccccc23)no1 | nt | 0 | 0.5 | -3 | -4 | -34 | -1 | -9 | 2 | 6.8
CC(=O)c1ccc(OCCCC(=O)OCc2nnc(-c3ccc(Cl)cc3)o2)cc1 | 97 | 1 | -0.8 | -11 | -1 | -2 | 0 | 4 | -2 | 0.4
O=C(CS(=O)(=O)c1ccccc1)Nc1ccc(S(=O)(=O)Nc2ncccn2)cc1 | 103 | 2 | -0.2 | -6 | 0 | 2 | 0 | 0 | -4 | -0.4
Cc1ccc(Cl)cc1NS(=O)(=O)c1cc2[nH]c(=O)c(=O)[nH]c2cc1C | 102 | -4 | 0.1 | -12 | -1 | 6 | -1 | -21 | -4 | -1.2
Cc1ccc(/C=C/C2=NN(Cc3ccccc3)C(=O)CC2)cc1 | 102 | -6 | 1.5 | 2 | -6 | -21 | 2 | 7 | 3 | 4.2
CC(C)Oc1ccc(S(=O)(=O)N2CCOCC2)cc1NC(=O)C1CCCCC1 | 102 | 0 | -0.5 | -7 | 0 | -4 | 6 | -2 | -3 | 0.9
CN(C)CC(=O)Nc1nc(-c2ccccc2)cs1 | 118 | -3 | -0.4 | 2 | nt | 18 | -4 | -1 | -5 | -3.9
COc1ccc(OCc2nnc(NC(=O)Nc3ccccc3F)s2)cc1 | 92 | 5 | -0.1 | -3 | -2 | -2 | 14 | 1 | -10 | 0.4
CC(Oc1ccc(S(=O)(=O)N2CCCC2)cc1[N+](=O)[O-])C(=O)NC(C)c1ccccc1 (centres undefined) | 99 | -11 | -1.7 | -9 | -4 | 8 | -18 | 0 | 2 | -1.3
c1ccc(CCCN2CCN(c3ccccc3)CC2)cc1 | 122 | 21 | 0.3 | -2 | 0 | -9 | 4 | -1 | 2 | 1.8
Cc1cc(C)n2nc(C(=O)OCC(=O)N3CCC3)nc2n1 | 97 | -1 | 0.4 | -6 | 6 | 14 | 25 | -1 | 1 | -3.0
COc1ccc(C2C(C(=O)c3sc(C)nc3C)=C(O)C(=O)N2CCN(C)C)cc1OC (centres undefined) | 108 | 2 | 5.6 | -10 | 0 | 9 | 5 | -2 | -1 | -2.0
COC(=O)/C=C1\S/C(=N/N=C/c2ccccc2)NC1=O | 124 | 11 | 1.8 | 3 | 2 | 11 | 5 | 2 | 0 | -2.0

For reference, part of the list above.
SMILES | DSG3 Ab inh | cardiac RTF act | C-LANA FP | Cardiac RTF inh | Wnt act | OPRM1-OPRD1 inv | Arrestin-AP2 inh | V-ATPase pHluor | Keap1-Nrf2 PPI | MOR-DOR ag
COc1ccc(C2C(C(=O)c3sc(C)nc3C)=C(O)C(=O)N2CCN(C)C)cc1OC (centres undefined) | 108 | 2 | 5.6 | -10 | 0 | 9 | 5 | -2 | -1 | -2.0
COC(=O)/C=C1\S/C(=N/N=C/c2ccccc2)NC1=O | 124 | 11 | 1.8 | 3 | 2 | 11 | 5 | 2 | 0 | -2.0

A portion taken from the entries so far, for reference:
SMILES | DSG3 Ab inh | cardiac RTF act | C-LANA FP | Cardiac RTF inh | Wnt act | OPRM1-OPRD1 inv | Arrestin-AP2 inh | V-ATPase pHluor | Keap1-Nrf2 PPI | MOR-DOR ag
O=[N+]([O-])c1cc([N+](=O)[O-])c(Oc2cc(Cl)cc(Cl)c2)cc1NN1CCCCC1 | 103 | 4 | 0.1 | 0 | -1 | 9 | -4 | -2 | -6 | -1.6
O=C(NCC(c1ccco1)N1CCc2ccccc2C1)c1c(F)cccc1F (centres undefined) | 109 | 2 | -0.9 | -1 | -1 | -3 | 2 | -3 | -3 | 0.5
CCCNC(=O)C1CCN(S(=O)(=O)c2cccs2)CC1 | 96 | 4 | 0.3 | 5 | -1 | 1 | 3 | 0 | 4 | -0.1
Cc1cc(=O)oc2cc(O)cc(OCc3ccccc3)c12 | 105 | -6 | 0.0 | 7 | -2 | -22 | 7 | 2 | -2 | 5.0
O=C(NNS(=O)(=O)c1ccc(Cl)cc1)c1cnn(-c2ccccc2)c1-n1cccc1 | 102 | 2 | -0.3 | 1 | nt | -8 | 0 | 1 | 0 | 1.4
N#CC1CN(Cc2ccccc2)CN(Cc2ccccc2)C1 | 109 | -7 | 7.8 | -4 | 1 | -10 | 17 | 0 | -1 | 1.8
Cc1cccc(NC(=O)c2nc[nH]c2C(=O)N[C@@H](Cc2ccccc2)C(=O)OC(C)(C)C)c1 | 102 | -10 | 1.3 | -5 | -12 | 6 | -7 | -3 | -3 | -1.0
Cc1cc(NC(=O)CSc2nc(CCC3CCCC3)nc3ccccc23)no1 | nt | 0 | 0.5 | -3 | -4 | -34 | -1 | -9 | 2 | 6.8
CC(=O)c1ccc(OCCCC(=O)OCc2nnc(-c3ccc(Cl)cc3)o2)cc1 | 97 | 1 | -0.8 | -11 | -1 | -2 | 0 | 4 | -2 | 0.4
O=C(CS(=O)(=O)c1ccccc1)Nc1ccc(S(=O)(=O)Nc2ncccn2)cc1 | 103 | 2 | -0.2 | -6 | 0 | 2 | 0 | 0 | -4 | -0.4

Further compounds.
SMILES | DSG3 Ab inh | cardiac RTF act | C-LANA FP | Cardiac RTF inh | Wnt act | OPRM1-OPRD1 inv | Arrestin-AP2 inh | V-ATPase pHluor | Keap1-Nrf2 PPI | MOR-DOR ag
CCOc1cc(S(=O)(=O)n2c(C)nc3ccccc32)ccc1F | nt | 0 | -1.9 | -13 | -2 | 3 | -2 | 2 | -3 | -0.8
CN(CCNC(=O)C1CC(=O)N(c2ccc(F)c(Cl)c2)C1)Cc1ccccc1 (centres undefined) | 91 | 2 | -0.5 | 9 | -1 | -6 | 21 | -3 | -3 | 0.9
COc1ccc(C(OCC(O)CNCCc2ccc(S(N)(=O)=O)cc2)c2ccc(OC)cc2)cc1 (centres undefined) | 116 | 1 | -2.4 | -6 | -2 | -2 | -16 | -1 | 4 | 0.4
COc1ccc(-c2ccc3c(c2)S(=O)(=O)c2cccc(C(=O)NC[C@@H]4CCCO4)c2C3=O)cc1OC | 91 | 3 | -2.7 | 7 | -1 | -20 | 3 | 0 | -3 | 4.4
CCN(CC)CCCn1c(C)cc2c(c1=O)C(c1ccc(OC)c(OC)c1OC)C(C#N)=C(N)O2 (centres undefined) | 105 | 0 | -0.8 | 2 | nt | 9 | -15 | 1 | 1 | -1.5
Cc1ccc(S(=O)(=O)N2[C@@H](c3ccc(F)cc3)C(C(=O)O)=CC[C@H]2c2ccc3c(c2)OCO3)cc1 | 115 | -1 | -0.6 | 0 | 2 | 8 | 1 | -1 | 0 | -1.4
O=C(CN1CCN(c2ccc(F)cc2)CC1)Nc1cc(C(F)(F)F)ccc1Cl | 89 | 2 | -1.3 | -5 | nt | -2 | -10 | 0 | -6 | 0.5
